Screens as filed in PubChem BioAssay.
EBV LMP1 NFkB: EBV LMP1-driven NF-kappaB luciferase reporter inhibitors, primary screen, cell-based, luminescence, single point. LMP1-induced NF-kappaB luciferase reporter cells. inhibition, % at 12.5 µM. 350,000 compounds, 0.69% hits; in the data active = inhibition above about 41%;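 note: 0% = neutral control wells and 100% = reference inhibitor control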
TLR9-MyD88 inh: inhibitors of TLR9-MyD88 association in cells, primary screen, cell-based, CHO, BLA complementation, fluorescence; Toll-like receptor 9 (Homo sapiens) + Myeloid differentiation primary response protein …; CCF4 FRET ratio; inhibition, % at 4.98 µM; 340,000 compounds, 0.21% hits; AID 504734, 2011;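 active = inhibition above the mean over all tested compounds plus 3 SD, cut at about 21% in these data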;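 note: 0% = DMSO only wells and 100% = clavulanate BLA inhibitor control wells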
SRC1 inh: SRC1 coactivator transcriptional activity inhibitors, primary screen, cell-based, luminescence. HEK293 GAL4-SRC1 luciferase reporter. Nuclear receptor coactivator 1 (Homo sapiens), Q15788. 360,000 compounds, 0.12% hits. inhibition, % at 3.6 µM;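 active = inhibition above the campaign mean plus 3 SD, with each screening campaign given its own cutoff, cut at about 60% in these data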;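 note: 0% = DMSO treated cells and 100% = gossypol at 36 µM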
COUP-TFII inh: NR2F2 transcriptional activity inhibitors, primary screen, cell-based, luciferase reporter, HEK293T, luminescence; HEK293T NGFI-A luciferase reporter; inhibition, % at 8.6 µM; 370,000 compounds, 0.7% hits;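 active = inhibition above a per-plate cutoff, mean inhibition of test wells between control levels plus 3 SD, cut at about 38% in these data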;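 note: cells cotransfected with COUP-TFII expression vector driving the NGFI-A reporter; 0% = median of COUP-TF2 test wells and 100% = reporter-only cells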
ABHD5 PLIN5 PPI: ABHD5-PLIN5 interaction inhibitors, primary screen, cell lysate, split luciferase complementation, luminescence; Perilipin-5 (Homo sapiens) + 1-acylglycerol-3-phosphate O-acyltransferase ABHD5 (Homo …; Split G. princeps luciferase complementation, 4 h; inhibition, % at 4 µM; 360,000 compounds, 0.78% hits; AID 602281, 2012;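 active = inhibition above the mean inhibition across every tested compound plus 3 SD, cut at about 22% in these data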;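 note: 0% = DMSO only wells and the 100% control is not disclosed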
NOD2 RIPK2 PPI: NOD2-RIPK2 binding disruptors in cells, primary screen, fluorescence, CHO cells, BLA complementation | AID 624267, 2012 | inhibition, % at 4.98 µM | Receptor-interacting serine/threonine-protein kinase 2 (Homo sapiens), O43353 | CCF4 ratio | 360,000 compounds, 0.38% hits; in the data active = inhibition above about 21%;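 note: 0% = vehicle only and 100% = reference blocker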
Target sequence (O43353 whole entry, looked up): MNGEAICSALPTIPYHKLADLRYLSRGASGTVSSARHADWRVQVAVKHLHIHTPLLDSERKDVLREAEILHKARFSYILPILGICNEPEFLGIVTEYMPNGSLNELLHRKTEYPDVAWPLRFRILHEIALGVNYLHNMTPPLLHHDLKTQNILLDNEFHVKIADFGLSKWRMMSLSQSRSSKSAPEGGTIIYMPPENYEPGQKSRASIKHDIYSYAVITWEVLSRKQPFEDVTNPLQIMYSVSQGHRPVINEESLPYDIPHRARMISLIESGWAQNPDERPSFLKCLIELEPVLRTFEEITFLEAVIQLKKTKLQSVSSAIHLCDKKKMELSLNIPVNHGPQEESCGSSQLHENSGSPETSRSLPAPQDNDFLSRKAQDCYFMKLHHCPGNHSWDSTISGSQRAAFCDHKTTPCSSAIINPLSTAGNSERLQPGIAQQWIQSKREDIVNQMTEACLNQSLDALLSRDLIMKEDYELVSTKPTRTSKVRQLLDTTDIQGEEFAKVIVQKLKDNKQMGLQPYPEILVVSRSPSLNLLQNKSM
NCOA3 inh: SRC3 coactivator transcriptional activity inhibitors, primary screen, cell-based, luminescence | Nuclear receptor coactivator 3 (Homo sapiens), Q9Y6Q9 | HEK293 GAL4-SRC3 luciferase reporter | inhibition, % at 3.6 µM | 360,000 compounds, 0.17% hits | AID 588352, 2011;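 active = inhibition above a per-campaign cutoff, the mean of all compounds plus 3 SD, cut at about 60% in these data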;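 note: 0% = DMSO-treated cells and 100% = gossypol-treated cells at 36 µM; higher means less SRC3-driven luciferase light from the GAL4 reporter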
MC4R ag barr: MC4R agonists recruiting beta-arrestin, primary screen, cell-based, luminescence, agonist arm of biased-ligand search | Melanocortin receptor 4 (Homo sapiens), P32245 | U2OS MC4R beta-arrestin complementation; percent of melanotan II response, DMSO zero | activation, % at 8.9 µM | 360,000 compounds, 0.98% hits;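 active = activation above a per-plate cutoff, the mean activation of sample wells on that plate plus 3 SD, cut at about 8% in these data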
MC4R antagonist: MC4R antagonists of cAMP signaling, primary screen, cell-based, TR-FRET, antagonist arm of biased-ligand search; inhibition, % at 6.5 µM; AID 540295, 2011; 360,000 compounds, 0.48% hits; MC4R-expressing cells, MTII-stimulated cAMP, LANCE TR-FRET; Melanocortin receptor 4 (Homo sapiens), P32245;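 active = inhibition above its plate's cutoff, the mean of tested wells on that plate plus 3 SD, cut at about 29% in these data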;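 note: 0% = Melanotan II alone and 100% = Melanotan II plus saturating MCL0020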
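Assay system: human MC4R-expressing U2OS cells; reagent: Melanotan II stimulation of cells; dosing: 6.5 µM single dose; timing: compound 30 min, challenge 1 h, detection 1 h; signal: TR-FRET cAMP assay; replicates: one well per compound, no replicates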
LRH-1 inv ag: LRH-1 (NR5A2) inverse agonists, primary screen, cell-based, luminescence, HEK293T, StAR-luciferase reporter; LRH-1 transfected, 24 h; 360,000 compounds, 0.13% hits; inhibition, % at 3.6 µM; Nuclear receptor subfamily 5 group A member 2 (Homo sapiens), O00482; AID 602396, 2012;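 active = inhibition above the mean inhibition of all tested compounds plus 3 SD, cut at about 73% in these data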;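 note: 0% = DMSO wells and 100% = reporter-only cells lacking LRH-1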
Target sequence (O00482 whole entry, looked up): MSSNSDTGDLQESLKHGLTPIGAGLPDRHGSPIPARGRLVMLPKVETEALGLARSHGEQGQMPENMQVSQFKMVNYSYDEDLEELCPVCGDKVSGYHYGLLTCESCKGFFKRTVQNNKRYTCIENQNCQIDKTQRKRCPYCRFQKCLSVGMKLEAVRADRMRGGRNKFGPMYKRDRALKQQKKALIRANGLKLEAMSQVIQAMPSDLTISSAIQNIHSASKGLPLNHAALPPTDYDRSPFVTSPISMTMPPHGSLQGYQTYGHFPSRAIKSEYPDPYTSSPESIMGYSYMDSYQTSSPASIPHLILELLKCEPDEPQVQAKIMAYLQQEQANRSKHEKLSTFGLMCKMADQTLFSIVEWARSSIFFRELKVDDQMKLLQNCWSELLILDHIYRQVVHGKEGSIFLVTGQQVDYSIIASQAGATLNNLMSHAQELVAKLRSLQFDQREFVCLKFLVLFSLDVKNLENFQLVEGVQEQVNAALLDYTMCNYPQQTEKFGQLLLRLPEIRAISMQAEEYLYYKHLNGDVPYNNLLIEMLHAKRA
SRC2 inh: inhibition of GAL4-SRC2 driven luciferase reporter, primary screen, SRC2 inhibitor project, cell-based, luminescence; Nuclear receptor coactivator 2 (Homo sapiens), Q15596; HEK293 GAL4-SRC2 luciferase reporter; inhibition, % at 9 µM; 370,000 compounds, 0.17% hits; AID 651957, 2012;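 active = inhibition above the mean inhibition of all tested compounds plus 3 SD, set per campaign, cut at about 52% in these data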;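 note: 0% = DMSO treated cells and 100% = cells given Gossypol at 36 µM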
* = called active by the depositor; nt = not tested or not shown. This is a subset; rates above refer to the full screens.

No.	TLR9-MyD88 inh	NCOA3 inh	EBV LMP1 NFkB	SRC2 inh	LRH-1 inv ag	NOD2 RIPK2 PPI	SRC1 inh	MC4R antagonist	COUP-TFII inh	ABHD5 PLIN5 PPI	MC4R ag barr	smiles
1	16	13	-1	-8	10	4	8	5	-23	-1	0.9	CCOc1ccc2nc(SCC(=O)Nc3nonc3C)[nH]c2c1
2	-2	15	-22	6	-1	-3	4	-6	7	0	-1.1	COc1ccc(/C=N/NC(=O)c2cccnc2)cc1CN1CCN(c2ccc(F)cc2)CC1
3	-2	-6	3	4	-4	2	-2	1	9	4	-2.0	CCOC(=O)C1C(=O)CC(C)(O)C(C(=O)OCC)C1c1cccs1 (stereo unspecified)
4	-4	-12	-2	-24	3	-11	-16	5	-10	3	-0.1	Cc1cccc(CCNC(=O)c2oc3c(C)c(C)ccc3c2C)n1
5	5	15	3	1	-11	-10	-5	-3	11	7	-1.3	CCOC(=O)c1c(C)[nH]c(C)c1C(=O)COC(=O)c1cccs1
6	1	-9	-5	-12	6	8	-19	10	1	9	-0.6	O=C(N/C(=C/c1ccco1)C(=O)N1CCc2ccccc21)c1ccco1
7	-2	10	-2	4	0	-16	-15	1	-4	-1	-1.1	COc1cc2c(cc1OC)C(C)N(CCN1C(=O)c3ccccc3C1=O)CC2 (stereo unspecified)
8	-8	21	1	-2	-3	-2	4	1	0	-2	-0.2	CCC(C(=O)NC1CCCC1)N(C(=O)Cn1nnc(-c2ccc(C)cc2)n1)C1CCCC1 (stereo unspecified)
9	-5	36	-14	-4	3	-10	-6	2	13	-1	-0.8	C=C[C@@H]1c2c(F)cccc2N(S(=O)(=O)c2ccc(C)cc2)[C@H](c2ccc(OC(C)=O)cc2)C1(C#N)C#N
10	-7	12	9	-3	15	-5	13	4	-4	-3	0.1	CC(CN1CCN(c2ccccc2)CC1)c1ccccc1 (stereo unspecified)
11	nt	-12	nt	-30	8	-2	4	nt	-15	11	nt	C[C@H](CO)N1C[C@H](C)[C@@H](CN(C)Cc2ccncc2)OCCCC[C@H](C)Oc2ccc(NC(=O)CCCN(C)C)cc2C1=O
12	1	-14	2	11	1	3	-6	18	-1	-1	-1.4	Cc1cccc(C)c1NC(=O)C(NC(=O)c1ccccn1)c1ccc([N+](=O)[O-])cc1 (stereo unspecified)
13	1	-12	6	-2	21	-9	6	1	6	-1	-0.5	CCn1cc(CN2CCC(C(=O)Nc3ccc(Oc4ccccc4)nc3)CC2)cn1
14	1	-10	-4	1	-7	2	0	6	5	3	0.9	Cc1ccc(NC(=O)CN(C)S(=O)(=O)c2cccc3nsnc23)cc1C
15	0	10	-3	-43	0	1	2	1	12	-1	-5.0	CC1CCc2c(sc(NC(=O)CCC(=O)O)c2C(=O)NC2CC2)C1 (stereo unspecified)
16	-9	-3	6	9	7	6	-19	4	-20	-1	0.8	CN1c2ccccc2N(C)C1c1ccc2c(c1)OCO2
17	-5	-55	-11	-55	-75	3	-82	-7	-17	10	-2.2	COc1ccc(NC(=O)/C=C/c2ccco2)cn1
18	-3	4	-10	3	13	2	-24	7	-11	-2	-0.7	Cc1cccc(C)c1N(CC(=O)N(C)Cc1ccccc1)S(C)(=O)=O
19	-2	15	-3	nt	13	9	2	8	nt	-4	-0.6	CC1CC(C)CN(C(=O)c2ccc3c(c2)N(Cc2ccccc2)CCS3)C1 (stereo unspecified)
20	5	17	5	-45	-4	-10	-7	-8	9	0	-2.1	Cc1nc(C)c(Cc2ccccc2Cl)c(=O)[nH]1
21	2	16	9	-22	-5	-8	-10	11	9	-2	-1.5	COc1ccc(OC)c(-c2csc(N3CCC(c4ccccc4)CC3)n2)c1
22	6	11	25	20	-6	3	-3	11	16	-3	-4.0	Clc1cc2cccnc2c2ncccc12
23	0	12	4	-4	-4	-3	10	1	9	-1	-0.6	CCCOC(=O)c1ccc(S(N)(=O)=O)o1
24	-10	-9	2	-1	-1	-1	10	5	-5	-7	-1.0	Cc1cc(C)c(C(=O)c2cccs2)c(C)c1
25	-1	-18	6	9	-3	12	8	12	3	-4	-0.3	COc1cccc(-c2cc(N3CCN(C(=O)c4ccoc4)CC3)n3nc(-c4cccc(Cl)c4)cc3n2)c1
26	1	-2	-15	-18	7	1	-7	4	5	0	-2.3	Cc1ccc(C)c(N2N=C(C(=O)N(CC(C)C)c3c(N)n(Cc4ccccc4)c(=O)[nH]c3=O)CCC2=O)c1
27	3	16	1	10	8	-7	-19	1	-3	-3	0.1	COC(=O)c1c(C)oc(C)c1S(=O)(=O)NCC1CC1
28	-8	-68	-11	-61	-94	-5	-84	12	-21	4	-1.2	c1cncc(-c2noc(-c3ccco3)n2)c1
29	10	6	-6	-12	-8	1	7	6	15	-2	1.8	COC(=O)c1c(CSc2ccc(Cl)cc2)noc1C(=O)NCc1ccco1
30	4	-20	5	1	7	2	-15	4	-15	8	-0.9	CN(C(=O)CSc1nncn1-c1ccccc1)c1ccccc1

2 compounds from above, reduced to LRH-1 inv ag and SRC2 inh.
No. | SMILES | LRH-1 inv ag | SRC2 inh
19 | CC1CC(C)CN(C(=O)c2ccc3c(c2)N(Cc2ccccc2)CCS3)C1 (stereo unspecified) | 13 | nt
25 | COc1cccc(-c2cc(N3CCN(C(=O)c4ccoc4)CC3)n3nc(-c4cccc(Cl)c4)cc3n2)c1 | -3 | 9

Record cards, as listed above. Screens in order: TLR9-MyD88 inh | NCOA3 inh | EBV LMP1 NFkB | SRC2 inh | LRH-1 inv ag | NOD2 RIPK2 PPI | SRC1 inh | MC4R antagonist | COUP-TFII inh | ABHD5 PLIN5 PPI | MC4R ag barr
CC1CC(C)CN(C(=O)c2ccc3c(c2)N(Cc2ccccc2)CCS3)C1 (stereo unspecified) as listed: -2 | 15 | -3 | nt | 13 | 9 | 2 | 8 | nt | -4 | -0.6
CCOC(=O)c1c(C)[nH]c(C)c1C(=O)COC(=O)c1cccs1 as listed: 5 | 15 | 3 | 1 | -11 | -10 | -5 | -3 | 11 | 7 | -1.3
COC(=O)c1c(C)oc(C)c1S(=O)(=O)NCC1CC1 as listed: 3 | 16 | 1 | 10 | 8 | -7 | -19 | 1 | -3 | -3 | 0.1

(next part)
No.	TLR9-MyD88 inh	NCOA3 inh	EBV LMP1 NFkB	SRC2 inh	LRH-1 inv ag	NOD2 RIPK2 PPI	SRC1 inh	MC4R antagonist	COUP-TFII inh	ABHD5 PLIN5 PPI	MC4R ag barr	smiles
31	-9	1	-5	-4	8	-2	0	4	-12	-1	-1.6	CC(NC(=O)COC(=O)c1ccccc1O)c1ccccc1 (stereo unspecified)
32	-9	10	0	20	0	-3	0	2	2	-4	-0.4	CCOc1cc(CN2CCN(c3cccc(C(F)(F)F)c3)CC2)ccc1OC
33	-4	-9	4	-17	-12	-3	2	22	13	-2	-0.7	CC1CCCCC1NC(=O)C1CCN(c2c3c(nc4ncnn24)CCC3)CC1 (stereo unspecified)
34	7	-8	-2	27	-1	0	1	12	-11	-1	-1.6	O=C(Nc1nncs1)C12CC3CC(CC(Cl)(C3)C1)C2
35	-5	6	1	13	1	-4	11	10	3	-7	-1.1	COCCn1c(SCc2nnc(-c3ccc(OC)c(OC)c3)o2)nnc1-c1ccncc1
36	4	8	4	0	6	-10	-5	-7	-3	-2	-1.1	Cc1ccc(NC(=S)NCCN2CCOCC2)cc1
37	2	-1	0	-1	8	-2	-5	4	16	-4	-3.6	CCOc1ccc(S(=O)(=O)N2CCC(C(=O)N3CCN(c4ccccc4F)CC3)CC2)cc1C
38	5	0	-7	-1	2	-2	-10	4	12	1	-3.3	CC(C)CC(N=C1NC(C)(C)Cc2ccccc21)C(=O)O (stereo unspecified)
39	-3	0	1	13	-12	0	1	-5	-8	-7	-0.5	OC(COc1cccc(OCC(O)CN2CCCC2)c1)CN1CCCC1 (stereo unspecified)
40	nt	13	nt	-10	7	-17	-20	11	17	-7	-1.7	O=C(c1ccc(NC(=O)C2(c3ccccc3)CCCC2)cc1)N1CCOCC1
41	2	16	-6	9	-22	-6	5	2	2	-4	0.0	Cn1c(Cn2c(=O)sc3ccccc32)nnc1SCc1cccc(F)c1
42	nt	2	nt	-1	9	-11	10	7	10	12	0.8	CC1(C(=O)NS(=O)(=O)c2ccc(Cl)cc2)CCN1C(=O)c1ccccc1CCc1ccccc1 (stereo unspecified)
43	-6	-7	-4	-4	0	-4	-11	6	-2	7	1.5	O=C(NC1CCCCC1)c1cccnc1Sc1ccccc1Cl
44	0	5	4	0	-11	6	-3	7	6	-3	1.0	CC(C)N(CCc1ccncc1)C(=O)Nc1ccc(F)cc1
45	13	20	-7	3	-12	-9	-57	-4	6	-6	-1.0	O=C(COCC(=O)N/N=C/c1ccccc1F)N/N=C/c1ccccc1F
46	11	9	3	-8	-53	8	-5	-1	-4	-1	-2.2	CCOC(=O)/C(=N\NC(=O)c1ccccc1)c1ccccc1
47	18	-13	-8	-11	-9	5	-15	14	12	13	-1.0	Cc1ccc(-c2ccc(/C=C/C(=O)c3ccccc3)o2)cc1
48	2	4	-7	1	-1	-7	-8	-2	-2	-3	-0.5	CNCc1cc(C)n(-c2cc(S(=O)(=O)N3CCOCC3)ccc2N2CCCC2)c1C
49	-3	-7	-10	5	-47	-4	-25	9	-8	-1	-0.9	Nc1nc(SCc2ccc(Cl)cc2Cl)ns1

Taken from above:
no. 41 @ SRC2 inh: 9
no. 35 @ MC4R ag barr: -1.1
no. 47 @ MC4R ag barr: -1.0
no. 48 @ LRH-1 inv ag: -1
